# Assay outcomes: PubChem BioAssay, several laboratories
# GPR55 antagonists: GPR55 antagonists blocking LPI-driven arrestin recruitment, primary screen, imaging, U2OS, beta-arrestin-GFP, LPI agonist (AID 2013). 0.13% of 290,000 active. inhibition, % at 10 µM; hits with a dose series show IC50 in µM. U2OS GPR55 beta-arrestin-GFP translocation imaging, LPI antagonism; higher % means a stronger effect;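 active means spots per cell inhibited over 60%, with over 100 cells counted and total cytoplasm intensity under 500,000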;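 further: U2OS cells stably carrying GPR55 and arrestin-GFP stimulated by 5 µM LPI near EC80; imaged beta-arrestin-GFP aggregate spots per cell after agonist stimulation; plate controls were LPI-stimulated DMSO wells for no effect and DMSO wells without LPI for full effect; some results filed as inactive read as strong as hits; confirmed hits need IC50 under 10 µM and bright autofluorescent wells are also inconclusive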
# NOD1 inhibition: inhibition of NOD1-driven NF-kB reporter – cell-based, luminescence, uHTS, primary screen (AID 1578); NOD1-driven NF-kB luciferase reporter cells, luminescence; higher % means a stronger effect; inhibition, % at 4 µM, or EC50 in µM where a hit was titrated; 1% of 290,000 active; in the data active means inhibition mostly above about 36%, no sharp cut-off; inactive means mostly below about 34%;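 further: HEK-293T reporter cells stimulated with the NOD1 agonist gamma-tri-DAP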
# NOD2 inhibition: NOD2 signaling inhibitors, cell-based, luminescence, uHTS, HEK293 (AID 1566); one-dose inhibition, % at 4 µM; EC50 in µM for titrated hits; 0.63% of 290,000 active; HEK293 NOD2/NF-kB luciferase reporter, luminescence; higher % means a stronger effect; further: many of its hits are not listed in these tables
# KOR beta-arrestin-1: KOR agonists, beta-arrestin recruitment, primary screen, cell-based, luminescence, uHTS (AID 1777); KOR beta-arrestin recruitment, luminescence; higher % means a stronger effect; one-dose activation, % at 10 µM; EC50 in µM for titrated hits; 0.02% of 280,000 active; in the data active means activation above about 50%, passing the limit was not always enough; further: a part of the inactive calls stands beside numbers as strong as those of hits
# T cell HTS: modulates CD8 T cell binding to vesicles; calls only at 7 µM; 2C CD8+ T cell-vesicle binding, flow cytometry; active compounds read low; 0.068% of 330,000 active;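 active means response, share of CD8 T cells binding vesicles, and their 90th percentile fluorescence all below set limits, cut at about 80% in these data, passing the limit was not always enough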
#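 System: murine 2C transgenic CD8+ T lymphocytes; also added: QL9-loaded Drosophila micro-vesicles; times: binding 1.5 h at 37 °C; measured by: flow cytometry, PE anti-B7-1 (FL2) versus Alexa647 anti-CD8 (FL8), PFA-fixed; control set: Peptide-free naked vesicles (low) and QL9 vesicles with 0.7% DMSO vehicle (high)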
# Myeloid diff 2: promotes myeloid progenitor differentiation; ER-HoxA9 myeloid progenitors, lysozyme-GFP differentiation, flow cytometry; calls only at 10 µM; 1% of 360,000 active;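 active means normalized GFP-positive differentiation at or above the plate's own cutoff, the solvent-only control mean plus 3 SD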;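 further: cells exposed to compound for four days before flow analysis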
# GPR55 activation: GPR55 agonists via beta-arrestin recruitment, primary screen, imaging, U2OS cells, beta-arrestin-GFP redistribution (AID 1961); 0.048% of 290,000 active; activation, % at 10 µM, or EC50 in µM where a hit was titrated; U2OS GPR55 beta-arrestin-GFP redistribution imaging; higher % means a stronger effect;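 active means activation above 40% with more than 50 cells counted in the well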;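 further: U2OS osteosarcoma cells stably expressing GPR55 and beta-arrestin-GFP; plate controls were DMSO negative control for no effect and LPI positive control for full effect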
# NTR1 ag: agonists of NTR1, primary screen, imaging, U2OS cells, beta-arrestin-GFP, high content (AID 493036); P30989; NTR1-U2OS beta-arrestin-GFP spot imaging, agonist mode; activation, % at 20 µM; 0.17% of 330,000 active;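 active means activation at or above 40% of the spot to cytoplasm intensity ratio, with at least 20 cells analyzed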;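 further: 0% = DMSO without peptide and 100% = 100 nM NTR1 peptide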
# Target sequence (P30989 whole entry, looked up): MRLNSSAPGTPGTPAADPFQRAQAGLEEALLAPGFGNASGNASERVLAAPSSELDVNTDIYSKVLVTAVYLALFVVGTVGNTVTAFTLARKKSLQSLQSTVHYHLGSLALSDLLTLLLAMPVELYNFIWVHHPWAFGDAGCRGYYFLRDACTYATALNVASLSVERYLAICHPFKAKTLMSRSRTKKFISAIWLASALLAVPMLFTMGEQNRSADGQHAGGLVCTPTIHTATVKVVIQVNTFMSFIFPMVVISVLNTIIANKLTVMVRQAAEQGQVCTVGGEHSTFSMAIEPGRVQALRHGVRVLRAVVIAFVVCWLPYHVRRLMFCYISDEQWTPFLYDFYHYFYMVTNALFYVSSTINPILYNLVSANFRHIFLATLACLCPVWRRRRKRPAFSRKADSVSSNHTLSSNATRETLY
# KOR beta-arrestin-2: kappa opioid receptor blockers – cell-based, luminescence, uHTS (AID 1778) | KOR beta-arrestin recruitment, luminescence, antagonist mode; higher % means a stronger effect | 0.091% of 290,000 active | one-dose inhibition, % at 10 µM; IC50 in µM for titrated hits; further: strong numbers were not always called active
# T cell HTS vesicle-bound %: second read-out of T cell HTS, no call of its own (marks repeat the call); double positive events, %; measured here: CD8+ vesicle-bound cell fraction;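 binding gate set so that unloaded-vesicle control wells show 10% double positive cells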
# NTR1 ag cell count 20 µM: second read-out of NTR1 ag, no call of its own (marks repeat the call); cell count; measured here: cell count, cytotoxicity flag
# Myeloid diff 2 GFP+ MAC1+ %: also measured in Myeloid diff 2; calls as there; GFP+ MAC1+ double positive, %; measured here: differentiation confirmed by MAC1 staining
# * marks the source's active call; other numbers are inactive results; i = inactive; . = no result given; & = joins results of further samples; [ ] = another dose, or the depositor's remark. Unless noted, no stated cut-off is given here; in the data, active means inhibition above about 50%; inactive means the rest. The list is partial, so the mix of outcomes need not match the whole.
compound	GPR55 antagonists	NOD1 inhibition	NOD2 inhibition	KOR beta-arrestin-1	T cell HTS	T cell HTS vesicle-bound %	Myeloid diff 2	Myeloid diff 2 GFP+ MAC1+ %	GPR55 activation	NTR1 ag	NTR1 ag cell count 20 µM	KOR beta-arrestin-2
COC(=O)c1ccc2c(=O)n(Cc3ccc4c(c3)OCO4)c(=S)[nH]c2c1	-2%	7%	9%	-4.9%	i	49	i	0.4	0.0%	11	83	-13%
CC(CCOS(N)(=O)=O)c1ccccc1 (stereo unspecified)	-18%	13%	0%	-0.9%	i	7	i	1.1	0.4%	-3.1	92	1%[20 µM]
CC1(C)Cc2c(sc(NC(=O)c3ccc(S(=O)(=O)N4CCCCCC4)cc3)c2C#N)C(C)(C)N1	20%	-33%	13%	3.1%	i	28	i	3.4	-0.1%	0.9	66	6%
O=C(OCc1ccc(-c2ccccc2)cc1)c1cccc(O)c1	9%	-35%	-24%	4.6%	i	6	i	2.4	-0.1%	27	56	-18%
CC(C)C(=O)NCCc1nc2ccccc2n1CCc1ccccc1	-6%	-17%	-11%	-0.1%	i	29	i	0.4	-0.1%	-0.4	36	-3%[20 µM]
Clc1ccccc1-c1nc(-c2ccncc2)no1	0%&-7%	-18%&-8%	-126%&-94%	-0.6%&-1.3%	i	51&47	i	0.4&0.4	0.0%&0.9%	0.7&-0.3	90&49	-23%&24%
Cc1sc2ncnc(OCC(=O)N3CCN(S(=O)(=O)c4ccc(Cl)cc4)CC3)c2c1C	8%	-20%	-3%	1.0%	i	27	i	0.4	0.2%	0.1	76	19%
O=C(O)C1CCCCC1C(=O)NCCc1ccccc1 (stereo unspecified)	-14%	-20%	8%	-1.8%	i	55	i	1.0	-0.1%	1.5	62	9%
CCOC(=O)C1(CCc2ccccc2)CCN(Cc2c(O)cccc2OC)CC1	16%	-22%	21%	-7.1%	i	15	i	0.0	-0.1%	6.9	45	9%
CC1=CC(=O)C(C(C)C)=C/C1=C(\c1cc(C(C)C)c(OP(=O)(O)O)cc1C)c1ccccc1C(=O)O	-5%	69%*	47%	-3.3%	i	14	i	1.6	0.2%	0.2	76	-34%
COc1ccc(C(C)=O)cc1CSCCC(=O)O	-10%	6%	-7%	5.4%	i	35	i	0.5	-0.1%	1.8	55	-33%
Cc1ccc2c(Cl)cc(Cl)c(OCC(=O)NC(=O)NCc3ccco3)c2n1	-4%	-17%	3%	-1.6%	i	12	i	1.1	-0.2%	-0.7	90	-15%
COc1ccc(C2CC(C)=NN2C=O)cc1OC (stereo unspecified)	5%	5%	10%	4.6%	i	51	i	1.4	-0.1%	-0.8	97	1%
Cn1cc(C(=O)N2CCN(c3ccccc3)CC2)c(=O)c2cc(S(=O)(=O)N3CCOCC3)ccc21	11%	-14%	6%	1.3%	i	49	i	3.4	0.3%	0.2	57	5%
O=C(Nc1ccc(F)c(Cl)c1)Nc1cnccn1	-1%	-22%	-7%	-9.4%	i	39	i	0.2	-0.1%	-1.5	78	14%[20 µM]
COc1ccc(-c2c(C#Cc3ccccc3)c3ccccc3n2C)cc1	-3%	-22%	-13%	3.9%	i	54	i	0.6	-0.2%	9.1	96	4%[20 µM]
Cc1cc(C)n(CCC(=O)N=Nc2c(O)[nH]c3ccccc23)n1	6%	4%	21%	0.8%	i	32	i	0.6	-0.2%	-0.1	50	-6%
Cc1ccc(CNC(=O)c2ccc(CS(=O)(=O)c3ccccc3C)o2)cc1	7%	-16%	10%	4.5%	i	11	i	3.6	0.2%	0.7	69	-56%
O=C(NC1CC2CCCC(C1)N2C(=O)N1CCCCC1)C1CCCCC1 (stereo unspecified)	3%	-6%	2%	-5.7%	i	14	i	0.7	0.1%	2.4	90	-25%
CCN1C(=O)C(CC(=O)Nc2ccc(Cl)cc2)N(NC(=O)c2ccncc2)C1=S (stereo unspecified)	-8%	-3%	2%	0.6%	i	28	i	0.3	-0.1%	-0.8	42	-30%
Cc1ccc(N2C(N)=C(C#N)C3(C(=O)N(C)c4ccccc43)C3=C2CC(C)(C)CC3=O)cc1Cl (stereo unspecified)	2%	-1%	6%	1.9%	i	19	i	1.0	0.0%	0.3	46	5%
O=C(N/N=C/c1ccco1)c1ccc(NC(=O)c2ccc(Cl)cc2)cc1	-9%	-24%	-8%	-2.4%	i	13	i	0.5	-0.2%	1.0	47	-21%
CC(=O)Nc1ccc(Nc2nc(C)nc3c2nnn3Cc2ccccc2Cl)cc1	-1%	-12%	0%	-1.9%	i	25	i	0.5	-0.1%	-0.4	68	-19%[20 µM]
CCN(CC)CCCN1C(=O)C(O)=C(C(=O)c2sc(C)nc2C)C1c1ccc(C)o1 (stereo unspecified)	5%	-3%	11%	-2.2%	.	.	.	.	-0.1%	.	.	-18%
Cc1cccc(C(=O)NC(=S)NNC(=O)Cc2ccccc2)c1	-10%	-15%	23%	6.1%	i	50	i	0.8	-0.2%	0.1	62	-13%
COC(=O)c1cn(C(C)C(=O)NCc2ccco2)c2ccccc12 (stereo unspecified)	-7%	-18%	-2%	-7.2%	i	22	i	0.7	0.2%	-0.7	81	22%
CC1(C)CC(=O)C2=C(C1)N(Cc1ccco1)C(=O)C2(NC(=O)c1cccnc1)C(F)(F)F (stereo unspecified)	8%	-4%	7%	-0.3%	i	29	i	1.0	-0.1%	-0.4	73	1%
O=C(Nc1ccccc1N1CCN(c2ccccc2)CC1)c1cccc(F)c1	11%	-3%	-67%	-0.7%	.	.	i	17	-0.1%	2.2	49	-11%
CCc1cccc(NS(=O)(=O)c2cccc3cccnc23)c1	2%	-7%	6%	10%	i	28	i	0.4	-0.2%	0.6	95	-15%
O=C(CCc1ccccc1)N1N=C(c2ccncc2)CC1(O)C(F)(F)F (stereo unspecified)	15%	-28%	6%	.	i	49	i	0.4	0.0%	-0.1	48	-26%[20 µM]
COc1ccccc1N(C(=O)Cn1nnc(-c2ccc(C)o2)n1)C(C(=O)NC1CCCC1)c1ccncc1 (stereo unspecified)	3%	-33%	-11%	-0.3%	i	31	i	4.3	-0.1%	1.6	63	-9%
Cc1nnc(NC2=NCCC2)s1	0%	-2%	11%	2.0%	i	41	i	0.6	-0.2%	-0.7	96	20%
Cc1ccc(NC(=O)COC(=O)COc2ccc(Cl)cc2)c([N+](=O)[O-])c1	-4%	-42%	-13%	5.2%	i	34	i	0.3	0.0%	-1.2	34	22%
COc1ccc(/C=C/C(=O)OCC(=O)c2c(N)n(C)c(=O)n(C)c2=O)cc1	-8%	5%	15%	-1.6%	i	21	i	0.4	0.1%	1.7	48	.
CNC(=O)c1c(NC(=O)C2=COCCO2)sc2c1CCC(C)C2 (stereo unspecified)	6%	-19%	19%	5.3%	i	42	i	2.2	-0.1%	1.8	64	7%
Cc1cccc(N2CCN(C(=O)N3CCCCC3)CC2)c1C	8%	-13%	4%	-3.3%	i	32	i	0.3	-0.5%	0.5	53	-9%
CCN(CC)S(=O)(=O)c1ccc(-c2nnc(SCC(=O)Nc3nnc(C)s3)n2CC)cc1	-6%	-18%	9%	-7.2%	i	8	i	0.2	0.0%	-0.5	84	27%
Cc1c(NC(=O)Nc2cccc(C(F)(F)F)c2)c(=O)n(-c2ccccc2)n1C	-10%	-2%	14%	-0.9%	i	53	i	1.4	-0.1%	-0.5	65	1%
O=C(CCN1CCCCC1=O)NC1CCCc2c1cnn2-c1ccccc1F (stereo unspecified)	-2%	-21%	7%	-2.3%	i	64	i	1.5	-0.2%	-0.9	66	-1%
COc1ccccc1NC(=O)CS(=O)(=O)c1cn(CC(=O)N(C(C)C)C(C)C)c2ccccc12	-8%	-1%	10%	1.7%	i	47	i	0.0	-0.1%	-0.8	63	13%
CCOC(=O)c1oc2ccccc2c1COC(=O)CNC(=O)c1ccccc1	-10%	-32%	-17%	5.0%	i	35	i	0.9	0.7%	1.5	62	-13%
CN(c1ccc(C(=O)NCc2ccncc2)cc1)S(=O)(=O)c1ccc(Cl)cc1	-1%	-5%	9%	-0.8%	i	64	i	0.4	-0.1%	-0.4	48	-7%
CCN(CC)CCOC(=O)/C=C/c1ccccc1OC	2%	-7%	14%	2.9%	i	5	i	0.0	-0.8%	-1.4	47	-3%
CCCn1c(C2CC(=O)N(c3cc(OC)ccc3OC)C2)nc2ccccc21 (stereo unspecified)	4%	-12%	9%	-1.7%	i	.	i	3.1	-0.1%	1.0	54	-17%
O=C(Nc1ccccc1)c1ccc2c(c1)OCCCO2	3%	-78%	-131%	5.8%	i	34	i	2.7	-0.1%	0.4	57	-20%
Cc1cc(N2CCN(c3ccc(F)cc3)CC2)nc2cc(O)ccc12	12%	-13%	-7%	-4.6%	i	42	i	3.3	-0.1%	5.8	90	-14%
COc1cccc(Nc2ncc(C#N)c(N)n2)c1	5%	-9%	-25%	-0.5%	i	58	i	0.8	0.3%	-1.2	53	-4%
Cc1sc(NC(=O)c2ccc(Br)s2)c(C(N)=O)c1C	2%	-83%	-109%	1.0%	i	20	i	1.3	-0.1%	3.2	65	-32%
COc1ccc(Cn2nnnc2C(c2ccccn2)N2CCN(c3cc(Cl)ccc3C)CC2)cc1 (stereo unspecified)	15%	6%	-16%	0.4%	i	25	i	1.3	-0.2%	2.7	50	4%
Cc1cccn2c(=O)c3cc(C(=O)NC(C)C)c(=N)n(Cc4ccncc4)c3nc12	15%	-22%	2%	-5.7%	i	16	i	0.8	-0.1%	1.7	43	10%
CCOC(=O)N1CCc2c(sc(NC(=O)CN3CCOCC3)c2C#N)C1	2%	-1%	-27%	0.1%	i	14	i	1.0	0.7%	-0.3	43	-32%
COc1ccc(-c2nc(SC(CC(=O)NCCO)c3cccs3)n[nH]2)cc1 (stereo unspecified)	-11%	-26%	6%	2.8%	i	54	i	0.3	0.1%	-0.4	58	-8%
